# INS-1E GSIS act – primary screen for activators of insulin secretion dependent on glucose, INS-1E cells, GLuc reporter luminescence | INS-1E GLuc reporter insulin secretion, 2-3 h | activation, % at 16.6 µM | 370,000 compounds, 0.61% hits | AID 743287;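 active means lowest replicate activation of at least 40%, so every replicate reaches that level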;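 further: 0% = median of neutral control wells and 100% = median of IBMX positive control wells; some compounds called inactive have numbers as strong as hits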
# RAD54 branch – RAD54 (human) branch migration inhibition. inhibition, % at 10.4 µM. RAD54 Holliday junction branch migration, FAM/BHQ fluorescence. Q92698. 360,000 compounds, 0.14% hits;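 active means mean normalized replicate activity at least 40 and at least half of replicates scoring 40 or more; inconclusive means only one of the two criteria met; inactive means mean below 40 and under half of replicates reaching 40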;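 further: 0% = median of neutral control wells and 100% = median of positive control wells; inhibitors cause a drop in the FAM fluorescence signal; in these data hits start at about 50%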
# RAD52 anneal inh – inhibitors of human RAD52 DNA annealing; recombinant RAD52 DNA annealing, FRET fluorescence; P43351; inhibition, % at 18.7 µM; 360,000 compounds, 0.46% hits; AID 651710;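 active means every replicate showing at least 50% inhibition; inconclusive means mean inhibition at least 50% but not in every replicate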
# Target sequence (P43351 whole entry, looked up): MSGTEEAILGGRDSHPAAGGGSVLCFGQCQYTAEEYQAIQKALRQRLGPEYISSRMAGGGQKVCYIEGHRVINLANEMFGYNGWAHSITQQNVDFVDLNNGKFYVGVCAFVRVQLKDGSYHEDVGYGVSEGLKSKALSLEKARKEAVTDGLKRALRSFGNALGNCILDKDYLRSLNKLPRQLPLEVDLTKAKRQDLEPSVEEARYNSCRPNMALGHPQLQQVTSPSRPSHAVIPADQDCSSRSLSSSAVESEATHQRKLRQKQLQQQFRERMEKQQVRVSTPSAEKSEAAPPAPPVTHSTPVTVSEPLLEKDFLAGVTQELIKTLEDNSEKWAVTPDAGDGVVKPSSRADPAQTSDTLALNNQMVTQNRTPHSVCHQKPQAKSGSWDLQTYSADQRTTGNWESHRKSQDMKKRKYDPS
# Casp6 inh – blocks human caspase-6 cleavage activity. P55212. purified caspase-6, Z-VEID-R110 cleavage fluorescence. inhibition, % at 12.5 µM. 350,000 compounds, 0.53% hits. AID 686996;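 active means mean inhibition across replicates at least about 35%, with every replicate also reaching that limit, limit read from the data; inconclusive means only one of the two criteria met; inactive means neither criterion met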;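 further: 0% = median of neutral control wells and 100% = no fluorescence left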
# Target sequence (P55212 24-179 limits assumed): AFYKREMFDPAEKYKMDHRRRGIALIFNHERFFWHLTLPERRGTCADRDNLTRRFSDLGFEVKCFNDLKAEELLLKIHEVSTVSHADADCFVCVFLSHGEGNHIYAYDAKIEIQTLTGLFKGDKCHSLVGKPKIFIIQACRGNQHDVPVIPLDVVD
# Target sequence (P55212 194-293 limits assumed): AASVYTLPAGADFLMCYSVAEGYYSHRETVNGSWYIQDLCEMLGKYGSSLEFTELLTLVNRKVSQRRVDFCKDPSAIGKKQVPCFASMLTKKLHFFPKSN
# DENV2 CPE rescue – DENV2-induced cell death inhibition; 350,000 compounds, 1.7% hits; DENV2-infected cells, cytopathic effect rescue, plate reader; CPE inhibition, % at 9.99 µM; in the data active means CPE inhibition above about 20%, passing the limit was not always enough; inconclusive means no clear call, values can overlap the other calls; tested in BHK-21 cells;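 further: 0% = median of neutral control wells and 100% = median of positive control wells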
# XiGFP reactiv – X-chromosome reactivation activator. AID 743238. activation, % at 7.58 µM. XiGFP mouse fibroblasts, % GFP-positive cells imaging, 3 d; cells co-treated with 5-aza-dC sensitizer; scaled so ellipticine positive control = 100%. 360,000 compounds, 0.055% hits;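 active means mean normalized replicate activation at least 10% and every replicate at or above 10%; inconclusive means only one of the two criteria met; inactive means mean below 10% and not all replicates reach 10%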;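 further: 0% = median of on-plate neutral control wells and 100% = ellipticine 6 µM median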
#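 Assay system: SV40-immortalized XiGFP fibroblast cells, line 68-5-11; buffer or medium: DMEM plus 5-aza-dC sensitizer; compound: one concentration, pinned; timing: compounds 3 days, fix/stain 15 min at room temperature; benchmarks: positive control ellipticine, 6 µM final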
# E-sel inducer – induces E-selectin expression in human endothelial cells | 260,000 compounds, 0.37% hits | activation, % at 7.58 µM | P16581 | HUVEC E-selectin immunofluorescence imaging; normalized: neutral wells 0, TNF-alpha wells 100;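 active means mean E-selectin-positive cell signal at least 10% of the positive control, reached in at least 60% of replicates, without over 20% cell loss; inconclusive means no rule given, readout overlaps actives, possibly toxicity-flagged; inactive means the rest, including those meeting only one limit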;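 further: in these data hits start at about 27%; measured in HUVEC primary endothelial cells; signal is the percent of cells scored E-selectin positive by PE staining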
#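 Read-out: % PE-positive cells | Test system: HUVEC | Doses: One compound dose added by pin transfer | Buffer or medium: EGM-2 over gelatin coat | Signal: Immunofluorescence imaging | Benchmarks: TNF-alpha, DMSO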
# CFTR F508del cor – correctors of CFTR F508del function in bronchial epithelial cells; CFBE cells, YFP halide quenching; stimulated with forskolin plus potentiator P3; % fluorescence drop versus neutral controls; activity (quench increase), % at 7.58 µM; 350,000 compounds, 0.36% hits;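 active means mean added fluorescence quench of at least 8% versus neutral control, with both replicates also reaching 8%; inconclusive means only one of the mean or replicate conditions met; inactive means mean below 8% and not both replicates reaching 8%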;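 further: cells transiently co-express mutant CFTR-F508del with the halide-sensitive YFP; corrector assay measuring rescue of mutant channel to the surface after 24 h compound exposure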
# Starred values were filed as active, the others as inactive; ? = inconclusive; . = no result given. This is a random part of the collection (roughly 3.7% active in at least one column).
SMILES,INS-1E GSIS act,RAD54 branch,RAD52 anneal inh,Casp6 inh,DENV2 CPE rescue,XiGFP reactiv,E-sel inducer,CFTR F508del cor
CCOC1=C2[C@H](c3ccccc3)N(S(=O)(=O)c3ccc(C)cc3)C(C(C)(C)C)[C@H]2C(C#N)(C#N)C(C#N)(C#N)C1 (stereo partly drawn),-12,1,-3,-4,8,0.0,.,1.7
CCOc1cc(/C=N/NC(=O)C(=O)N/N=C/c2ccc(O)c(OCC)c2)ccc1O,-13,-3,-13,0,0,0.0,.,-11
C[C@@H]1CN([C@H](C)CO)C(=O)c2cc(NS(=O)(=O)c3ccccc3)ccc2O[C@@H](C)CCCCO[C@H]1CN(C)C(=O)C1CCCCC1,-17,-26,-17,-1,-6,0.0,0.2,-1.7
CCCCCn1nc(C(=O)OCc2nc(N)nc(Nc3ccccc3)n2)c2ccccc2c1=O,-6,0,-16,1,-2,0.1,0.2,2.1
C[C@@H]1CN([C@@H](C)CO)C(=O)c2c(c3ccccc3n2C)-c2ccccc2CO[C@@H]1CN(C)Cc1cccnc1,8,-5,0,-2,-1,0.9,-1.6,1.0
C[C@@H]1CCCCO[C@@H](CN(C)C(=O)Nc2ccc3c(c2)OCO3)[C@@H](C)CN([C@@H](C)CO)C(=O)c2cc(NC(=O)C3CCCCC3)ccc2O1,-12,-5,-23,4,2,0.3,0.0,0.6
CC1(C)Cc2ccccc2-c2nc(NCCCO)[nH]c(=O)c21,5,4,2,-3,-4,0.1,0.1,-4.4
CC1(C)CC(NC(=O)c2cccc(F)c2)CC(C)(C)N1,8,2,4,-2,-3,0.2,0.0,0.1
O=S(=O)(NCCN1CCOCC1)c1ccc(F)c(Cl)c1,0,4,-6,-2,-7,0.0,.,-0.5
O=C(c1ccc2c(c1)OCO2)C1CCCN(Cc2cn[nH]c2-c2cccc(F)c2)C1 (stereo not drawn),-8,.,-29,0,1,0.1,.,-4.7
O=C(c1cc(COc2ccc(F)cc2F)on1)N1CCCC(c2ccccc2)C1 (stereo not drawn),1,.,-15,-5,-6,0.0,.,1.1
CCN(CC)C(=O)c1ccc(-c2cccs2)s1,-20,.,5,-4,?,0.1,0.0,-5.7
C[C@@H]1CN([C@@H](C)CO)C(=O)c2ccccc2-c2ccccc2CO[C@H]1CN(C)C(=O)Oc1ccccc1,-13,-20,26,-1,-10,0.0,-0.2,-0.2
CCN(CC(=O)Nc1ccc(S(=O)(=O)N2CCCC2)cc1)Cc1ccccc1,-5,.,1,-1,-1,0.4,8.1,-0.4
N#C[C@@H]1[C@@H](c2ccccc2)[C@H](CO)N1S(=O)(=O)c1ccc(F)cc1,8,-3,1,2,1,-0.2,0.9,-0.8

# The closing two entries of the part above lead into the next:
SMILES,INS-1E GSIS act,RAD54 branch,RAD52 anneal inh,Casp6 inh,DENV2 CPE rescue,XiGFP reactiv,E-sel inducer,CFTR F508del cor
CCN(CC(=O)Nc1ccc(S(=O)(=O)N2CCCC2)cc1)Cc1ccccc1,-5,.,1,-1,-1,0.4,8.1,-0.4
N#C[C@@H]1[C@@H](c2ccccc2)[C@H](CO)N1S(=O)(=O)c1ccc(F)cc1,8,-3,1,2,1,-0.2,0.9,-0.8
COc1ccc(OC)c(CNC(=O)COc2cc(=O)n(C)c3ccccc23)c1,9,-10,-6,1,.,.,-0.1,.
CCOc1ccc(C(=O)NCC(=O)OCc2cc([N+](=O)[O-])cc3c2OCOC3)cc1OCC,30,3,-6,4,-7,0.2,1.4,-0.3
Cc1nn(-c2ccccc2)c(N2CCCC2)c1/C=N/O,91*,7,-3,2,10,.,.,-0.3
O=C(Nc1ccc2ncccc2c1)Nc1ccc2ncccc2c1,-11,-4,-10,-1,1,0.1,15,-2.6
Cc1ccc(S(=O)(=O)N(C)C)cc1NC(=O)COC(=O)Cc1ccc(Br)cc1,-7,.,-7,1,8,0.0,.,0.0
Cc1ccc(C(=O)NC(=S)NNC(=O)c2ccccc2)cc1,0,-6,-8,-6,2,0.0,.,-0.7
C[C@@H]1CN([C@@H](C)CO)C(=O)c2cc(NS(=O)(=O)c3cccs3)ccc2O[C@@H]1CN(C)S(C)(=O)=O,11,6,-6,-1,12,-0.1,154*,-0.5
CC(C)c1ccc(S(=O)(=O)N2CCN(C(=O)c3cc([N+](=O)[O-])ccc3N3CCOCC3)CC2)cc1,-20,4,-15,-4,1,-0.1,.,0.7
COc1cc(NC2c3ccccc3C(=O)N2Cc2ccc3c(c2)OCO3)cc(OC)c1 (stereo not drawn),27,-10,1,0,-6,-0.1,.,1.1
C[C@H]1CCCCO[C@H](CN(C)Cc2ccc(C(F)(F)F)cc2)[C@@H](C)CN([C@@H](C)CO)C(=O)c2cc(NC(=O)Nc3ccc(C(F)(F)F)cc3)ccc2O1,0,-10,.,.,-22,0.1,0.1,4.3
CC(Sc1ccc(S(=O)(=O)N2CCN(C)CC2)cn1)C(=O)Nc1cccc(Cl)c1Cl (stereo not drawn),-31,14,-30,0,-3,0.0,.,-0.1
C[C@@H]1CN([C@@H](C)CO)S(=O)(=O)c2ccc(-c3cccc(C(=O)N(C)C)c3)cc2O[C@@H]1CN(C)C,-5,7,6,-1,-4,0.0,-0.2,0.0
CC[N+]1(C)[C@@H]2CC[C@H]1CC(OC(=O)[C@H]1CCC(C(=O)OC3C[C@H]4CC[C@@H](C3)[N+]4(C)CC)(c3ccccc3)c3ccccc31)C2 (stereo partly drawn),.,-2,7,-5,-3,0.1,-2.4,0.6
O=C(C[C@@H]1CC[C@H]2[C@@H](COC[C@H](O)CN2CC2CCOCC2)O1)NCC1CC1,-3,8,5,1,14,0.2,0.2,-0.6
Cc1ccc(C(=O)N2CCN(c3ccc(NC(=O)c4cccs4)cc3)CC2)cc1,-9,-1,-13,3,-3,0.1,.,-0.6
Cc1ccc(NS(=O)(=O)c2cc(OCC(N)=O)c(C)cc2Cl)cc1,.,.,-8,7,.,0.8,0.0,.
CCOC(=O)c1nc(C)sc1-c1ccnn1S(=O)(=O)c1ccc(C)cc1,-1,-1,-14,1,-4,0.0,-0.1,0.8
CCCOc1cccc(C2C(C(=O)c3ccco3)=C(O)C(=O)N2c2nnc(C)s2)c1 (stereo not drawn),8,-22,-220,.,-2,0.1,0.2,1.6
C#CCOC(=O)CCCN1C(=O)c2cccc3cccc(c23)C1=O,.,9,3,-39,3,0.0,3.0,-5.4
Cc1ccc([C@H]2C[C@@H](n3cc(C4CC4)nn3)[C@H](O)CN2Cc2cccs2)cc1,-32,-3,-18,5,6,0.1,.,-1.9
CCOC(=O)C1(Cc2ccccc2)CCN(Cc2ccon2)CC1,-16,.,-19,0,3,0.0,.,-1.7
CCN(CC)CCCNC(=O)c1cc(-c2ccc3c(c2)OCO3)on1,-1,10,6,3,2,0.2,.,-1.8
C[C@H]1CN([C@@H](C)CO)C(=O)c2cc(C3=CCCCC3)cnc2O[C@H]1CN(C)Cc1ccccc1C(=O)O,15,7,15,-3,14,0.0,-0.2,0.4
COCc1cn(CC[C@H]2CC[C@@H](NC(=O)Nc3ccc4c(c3)OCO4)[C@H](CO)O2)nn1,2,11,10,3,-3,1.6,-0.1,-2.3
CSc1nsc(SCC(=O)Nc2ccccc2C(N)=O)n1,-3,-1,-25,2,0,-0.1,.,-0.8
Nc1nc(=O)n(C2CCC(CO)O2)cc1F (stereo not drawn),16,.,-18,-2,-5,0.0,-0.2,0.2
COc1cccc(C(=O)Nc2nnc(S(=O)(=O)N(C)c3ccccc3)s2)c1,-69,-5,-4,0,-4,0.1,0.2,-2.7
Cc1ccc(COc2cccc(/C=N/NC(=O)c3nnn(-c4nonc4N)c3C)c2)cc1,6,-2,-3,-2,5,0.5,.,-1.2
CCOc1ccccc1Nc1nc2ccccc2n1C(C)C,4,10,-16,0,6,0.0,.,0.3
O=C(CSc1nnc2ccccn12)NNC(=O)c1cccc(Cl)c1,-5,-4,-7,-4,8,-0.1,5.7,-0.9
COc1ccc(N2CCN(C(=O)c3ccccc3N(C)S(=O)(=O)c3ccc(C)cc3)CC2)cc1,-11,-11,-3,2,1,0.1,-0.2,1.6
COc1ccc(S(=O)(=O)Nc2ccc3c(c2)C(=O)N([C@H](C)CO)C[C@@H](C)[C@H](CN(C)C(=O)Nc2ccc(F)cc2)OCCCC[C@@H](C)O3)cc1,-1,4,1,3,?,0.2,-0.1,-6.3
C[C@H](CO)N1C[C@H](C)[C@H](CN(C)S(=O)(=O)c2cccs2)Oc2ccc(NC(=O)Nc3ccccc3)cc2C1=O,-16,-9,5,1,-12,-0.7,0.2,1.3
CC(C)CNC(=O)COC(=O)c1cc(Cl)cc(Cl)c1N,1,-3,0,-1,.,.,.,.
CN(c1ccc(OCC(=O)OCC(=O)NC2CCCC2)cc1)S(=O)(=O)c1ccc2ccccc2c1,-1,.,-51,0,-11,0.3,-1.3,-3.1
Cc1cc(Br)ccc1NC(=O)CNC(=O)Cn1ncc(Cl)c(Cl)c1=O,15,.,-23,3,-1,0.0,.,?
Clc1ccccc1CN1CCN(c2ncccn2)CC1,12,9,-11,2,-4,0.4,0.1,-0.3
Cc1ccc(S(=O)(=O)N(C)C[C@H]2Oc3ccc(NC(=O)CCCN(C)C)cc3CC(=O)N([C@@H](C)CO)C[C@H]2C)cc1,20,-13,8,-2,43*,0.1,0.0,0.6
O=C(N/N=C/c1cccc([N+](=O)[O-])c1)c1ccc(COc2ccccc2-c2ccccc2)cc1,0,.,-3,-2,3,0.4,1.1,.
O=C(O)CCCNC(=O)CC1S/C(=N/N=C/c2ccccc2O)NC1=O (stereo not drawn),4,.,-15,-4,1,0.2,.,-2.9
CCCNC(=O)Nc1ccc2c(c1)OC[C@@H](C)N(C)C[C@@H](C)[C@H](OC)CN(C)C2=O,-7,-10,3,0,-9,0.3,-0.1,.
CCOc1ccccc1NC(=S)NC(=O)CCCOc1ccc(Cl)cc1Cl,-16,5,-3,-3,1,.,.,2.8
Cc1cc(N2CCN(S(=O)(=O)c3ccc(C)c(C)c3)CC2)c2ccccc2n1,.,8,-4,17,2,.,.,-1.8
C[C@H]1CN([C@@H](C)CO)C(=O)Cc2cc(NC(=O)Nc3ccc(F)cc3)ccc2O[C@@H]1CN(C)Cc1ccc(C(=O)O)cc1,-2,-7,9,-1,-7,-0.1,2.0,1.1
COCC(=O)N(C)C[C@@H]1Oc2cc(C#C[C@@H](C)O)ccc2S(=O)(=O)N([C@H](C)CO)C[C@@H]1C,1,-3,-1,2,-2,-1.4,0.7,4.1
CC(=O)C1=C(O)C(=O)N(c2cccnc2)C1c1ccc([N+](=O)[O-])cc1 (stereo not drawn),-6,.,5,-2,6,0.2,0.3,1.2
CCN(C)C1CN(Cc2cn(Cc3ccc(OC)cc3)nn2)S(=O)(=O)C1 (stereo not drawn),3,.,-4,-2,6,0.4,0.2,0.0
COc1ccc(CC(=O)NNC(=O)c2ccncc2)cc1,-10,-10,-17,0,-5,0.1,1.5,0.2
CC(C)C[C@@H](C(=O)N[C@@H](C(=O)O)c1ccccc1)N1C(=O)N2CCc3c([nH]c4ccccc34)[C@@]2(C)C1=O,.,0,-11,1,-14,.,.,-1.5
